USP2a inh: USP2a (human) protease inhibition | O75604 | USP2 core, Ub-CHOP2 coupled fluorogenic reporter, 485/531 | Potency, µM (series often up to 38.3 µM), inactives show at the highest dose activity change, negative = inhibition, usual class: inhibitors | 0.01% of 330,000 active;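 further: potency means the concentration at half of the fitted maximal effect; plate controls were DMSO wells for no effect and full inhibition by NEM control for full effect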
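Cell-free coupled assay: 10nM USP2 core preincubated 30min RT with compound in Tris-HCl pH 8.0/CaCl2/CHAPS buffer, then 25nM Ub-CHOP2 and 25nM reporter substrate; fluorescence (Ex 485/Em 531) read after 60min RT, normalized to NEM inhibition, concentration-response curves fitted.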
TRPV1 ag: human TRPV1 agonism. Q8NER1. TRPV1-expressing cells, Fluo-8 calcium influx, agonist mode. activation, % at 8.33 µM. 0.19% of 320,000 active. AID 540275; in the data active means activation above about 80%; inconclusive means between about 30% and that limit; further: 0% is about no effect
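Cells expressing TRPV1 were dye-loaded with Fluo-8 and read kinetically: 10 s baseline, 3 min after compound (agonist portion), then 2 min after EC20 capsaicin (allosteric enhancer portion). Calcium-bound dye fluorescence at 480/520 nm.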
Eya2 phos inh: inhibitors of human Eya2 phosphatase activity | Potency, µM (series often up to 76.9 µM), for inactives: at the top dose activity, negative = inhibition, actives largely listed as inhibitors | recombinant Eya2, OMFP fluorescence dephosphorylation (OMFP is methylfluorescein phosphate) | 0.006% of 330,000 active; further: potency means the concentration at half of the fitted maximal effect; on the % scale 0 is the no-effect control and ±100 the full control effect
Target sequence (O00167 whole entry, looked up): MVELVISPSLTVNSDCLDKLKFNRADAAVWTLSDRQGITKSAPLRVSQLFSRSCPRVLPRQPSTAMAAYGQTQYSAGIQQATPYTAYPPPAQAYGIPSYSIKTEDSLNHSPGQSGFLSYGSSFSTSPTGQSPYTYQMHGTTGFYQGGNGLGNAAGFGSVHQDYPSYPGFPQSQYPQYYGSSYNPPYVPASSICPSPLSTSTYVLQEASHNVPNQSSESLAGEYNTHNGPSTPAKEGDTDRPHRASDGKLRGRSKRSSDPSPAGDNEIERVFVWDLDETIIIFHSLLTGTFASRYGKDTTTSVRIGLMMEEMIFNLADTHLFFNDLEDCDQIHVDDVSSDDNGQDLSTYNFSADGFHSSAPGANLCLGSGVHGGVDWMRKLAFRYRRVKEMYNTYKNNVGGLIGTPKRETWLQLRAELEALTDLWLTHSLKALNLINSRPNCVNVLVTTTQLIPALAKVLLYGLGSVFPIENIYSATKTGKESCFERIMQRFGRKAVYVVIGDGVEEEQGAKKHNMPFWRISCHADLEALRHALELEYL
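Eya2 protein (added as 0.2 uM solution) was preincubated with compound for 10 min at ambient temperature in 50 mM HEPES pH 7.5, 50 mM NaCl, 5 uM MgCl2, 0.05% BSA, 1 mM DTT. OMFP (added at 50 uM) then reacted 10 min; fluorescence read at 485/525 nm.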
TSG101-PTAP inh: blocks PTAP/TSG101 interaction to inhibit HIV-1 budding; Fluorescence polarization, FITC-PTAP peptide / Tsg101 binding; Q99816; Potency, µM (highest dose often 115 µM), inactives show at the top dose activity change, negative = inhibition, most hits filed as inhibitors; AID 493005; 340,000 tested, under 10 active; active means well fitted inhibition curve with a large enough effect in the main read-out, with a control signal flat, not every such curve was filed as active; inconclusive means small, poorly fitted or top-dose-only effect, or effect the other way, or a change in a side signal; inactive means no such curve, though single readings can be large or run the other way; further: potency means the concentration at half of the fitted maximal effect; % of control where 0% means no effect
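Tsg101 binding domain (10 uM final) was mixed with compound and a FITC-labeled PTAP peptide (50 nM final) in HEPES pH 7.5 buffer with NaCl, Tween 20, EDTA and TCEP; fluorescence polarization was read after 20 min at r.t.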
ELG1 genotox: induces genotoxicity in HEK293T cells with luciferase-tagged ELG1. HEK293T ELG1-luciferase reporter, luminescence, 16 h. Potency, µM (top dose mostly 46 µM), without a hit: at the highest dose activity change, positive = activation, most hits filed as activators. 1.3% of 330,000 active. AID 504466; further: potency means the concentration at half of the fitted maximal effect; % of control where 0% means no effect; nearly all actives have a fitted effect of over 60% in size
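Quantitative HTS format in 1536-well plates. HEK293T ELG1-luciferase reporter cells receive test compound and are incubated 16 hr at 37 °C, 5% CO2; ONE-Glo added, 30 min room temperature, then luminescence read.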
B2AR arrestin: beta2AR (human) beta-arrestin recruitment activity. Potency, µM (top dose mostly 46.1 µM), for the others: top-dose activation, most hits filed as activators. 0.02% of 330,000 active. AID 492947. beta-arrestin recruitment to beta2AR, cell-based reporter. P07550;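 further: potency means the concentration at half of the fitted maximal effect; 0% = DMSO controls and full agonism = EC100 isoproterenol or metaproterenol; nearly all actives have a fitted effect of over 65% in size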
Target sequence (P07550 whole entry, looked up): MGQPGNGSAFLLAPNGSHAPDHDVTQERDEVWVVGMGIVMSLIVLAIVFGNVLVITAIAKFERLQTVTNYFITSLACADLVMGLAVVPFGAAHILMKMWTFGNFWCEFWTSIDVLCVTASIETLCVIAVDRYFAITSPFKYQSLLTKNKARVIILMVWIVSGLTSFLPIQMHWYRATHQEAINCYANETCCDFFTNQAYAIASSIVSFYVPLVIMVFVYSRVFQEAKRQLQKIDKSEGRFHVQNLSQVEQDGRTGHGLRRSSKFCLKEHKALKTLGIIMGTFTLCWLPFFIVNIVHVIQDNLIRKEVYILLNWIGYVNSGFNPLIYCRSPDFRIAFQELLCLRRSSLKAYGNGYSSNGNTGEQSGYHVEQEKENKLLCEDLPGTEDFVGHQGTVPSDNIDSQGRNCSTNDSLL
ASM inhibitor: human S-ASM enzyme inhibition. 0.006% of 340,000 active. Potency, µM (highest dose often 57.5 µM), without a hit: at the highest dose activity change, negative = inhibition, hits mostly inhibitors. P17405. placental ASM, HMU-PC fluorogenic substrate, 60 min; further: potency means the concentration at half of the fitted maximal effect
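HMU-PC0 cleavage (9 uM final) by human placental ASM, 60 min at 37 °C following 10 min compound exposure at RT; stopped at pH 10, fluorescence Ex 386/Em 447 nm.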
BRCA1 expr up: increases BRCA1 expression. 1.1% of 380,000 active. Potency, µM (doses to about 46.1 µM), for inactives: top-dose activation, usual class: activators. MCF7-BRCA1-FFLuc reporter, luminescence, 48 h; response scale: scaled: vehicle 0%, 10 µM genistein 100%. AID 624202; further: potency means the concentration at half of the fitted maximal effect; nearly all actives have a fitted effect of over 80% in size; some results filed as inactive show a strong effect at the top dose
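Reporter cells (MCF7, BRCA1 promoter-firefly luciferase) received library compounds across a concentration series for 48 h. End-point luminescence was measured and concentration-effect curves derived after normalization.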
uPA generation: cell surface uPA generation inhibition; Potency, µM (titrated, usually from 38.3 µM), for the others: at the top dose activity change, negative = inhibition, most hits filed as inhibitors; cell surface uPA generation assay, qHTS; 0.31% of 330,000 active; active means well fitted inhibition curve with a large enough effect; inconclusive means small, poorly fitted or top-dose-only effect; inactive means no such curve, though single readings can be large or run the other way; tested in mouse RAW 264.7 cells; further: potency means the concentration at half of the fitted maximal effect; on the % scale 0 is the no-effect control and ±100 the full control effect; nearly all actives have a fitted effect of over 55% in size
p53 reactivation: mutant p53 re-activation in reporter cells. AID 504706. H1299 p53-A138V BP100-luciferase reporter, luminescence, 24 h. Potency, µM (series often up to 92.2 µM), inactives show top-dose activity change, positive = activation, hits mostly activators. 0.063% of 320,000 active; further: potency means the concentration at half of the fitted maximal effect; % of control where 0% means no effect; nearly all actives have a fitted effect of over 45% in size
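H1299 (p53-null), stable ts p53-A138V + BP100-Luc; 1000 cells/well, Opti-MEM/10% FBS; cpd 4 pt, 1:5; 24 h, 37 deg C, 5% CO2; detection reagent 10 min RT; luminescence.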
Integrin act MD: activators of alpha7 integrin expression for muscular dystrophy; 0.064% of 350,000 active; Potency, µM (titrated, usually from 38.3 µM), for inactives: at the top dose activation, hits mostly activators; AID 624291; alpha7betagal myoblasts, beta-gal FDG fluorescence, 48 h;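 further: potency means the concentration at half of the fitted maximal effect; 100% = response of the positive control SU9516; nearly all actives have a fitted effect of over 60% in size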
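Alpha7betagal+/- myoblasts (passage 13) were plated 16-24 hr, then exposed to compounds (1:260 dilution of DMSO stock) for 48 hours at 37C. After MPER lysis, β-galactosidase reporter activity was read as FDG fluorescence (ex 480/em 540) after 30 minutes.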
* hit, by the source's call; ? = inconclusive; / = no result given; [ ] = another dose, or the depositor's remark. Unless noted, the call rests on the fitted dose curve; in most records, active means well fitted curve in the direction sought with a large enough effect; inconclusive means small, poorly fitted or top-dose-only effect, or another doubt; inactive means no such curve, though single readings can be large; an effect the other way counts as inactive or inconclusive.

SMILES	USP2a inh	TRPV1 ag	Eya2 phos inh	TSG101-PTAP inh	ELG1 genotox	B2AR arrestin	ASM inhibitor	BRCA1 expr up	uPA generation	p53 reactivation	Integrin act MD
Nc1ncn(C23CC4CC(CC(C4)C2)C3)n1	3.5%	-2.9	-1.7%	-4.9%	1.1%	-0.1%	-1.1%	-11.1%	/	0.1%	4.1%
COc1ccc(C)cc1S(=O)(=O)N1CCN(S(=O)(=O)c2cc(C)ccc2OC)C(C)C1 (stereo not drawn)	3.5%	16.6	-1.3%	-8.8%	-4.4%	-0.4%	2.8%	-19.8%	0.9%	-9.7%	-12.8%
Cc1coc2cc3oc(=O)c(Cc4ccccc4)c(C)c3cc12	0.5%	2.1	3.7%	-8.5%	5.8%	-0.2%	58.5%[activator]	-19.6%	5.6%	7.2%	10.9%
CSc1ccc(/C=C/c2ccc3cccc(O)c3n2)cc1	6.9%	-1.0	15.9%	0.4%	?	0.0%	129.3%[activator]	-6.4%	-0.3%	1.5%	-47.0%[inhibitor]
Cc1c(C(=O)N/N=C/c2ccccc2)[nH]c2ccc(Cl)cc12	-1.8%	?	2.2%	0.1%	8.6%	-0.5%	-4.2%	-2.0%	2.82µM*	?	-55.8%
CCC(=O)c1ccc(OCC(=O)OCC(=O)N2CCCc3ccccc32)cc1	1.8%	-1.7	-22.5%	-3.7%	0.6%	-0.3%	-2.1%	-9.2%	2.3%	-3.6%	21.3%
Oc1ccc(C=NNc2nc3ccccc3s2)c(O)c1	/	/	/	-6.6%	/	/	14.3%	-50.6%	-11.8%	/	-35.7%
COc1ccc(OC)c(S(=O)(=O)Nc2ccc(C(N)=O)cc2)c1	4.3%	-1.4	-12.1%	-3.3%	-0.3%	0.0%	-3.9%	-1.3%	-3.8%	0.7%	14.7%
CC(=O)c1ccc(NC(=O)c2cc(CC(C)C)nc3ccccc23)cc1	-0.4%	-3.4	4.8%	-7.0%	/	0.1%	-8.7%	73.5%	20.8%	/	0.0%
O=c1[nH][nH]c(C(F)(F)F)c1C=NCc1ccccc1Cl	1.6%	-1.1	-43.2%	-2.2%	-2.8%	0.2%	4.6%	-21.8%	-4.1%	8.4%	-5.1%
CN(C)c1ccc(N/C=C/C(=O)c2ccco2)cc1	1.2%	?	8.1%	-8.8%	?	-0.3%	-2.4%	?	-7.7%	?	-53.2%[inhibitor]
Cc1ccc(S(=O)(=O)Nc2ccc(-c3ccc4nncn4n3)cc2)cc1	0.0%	4.5	-24.3%	-1.4%	8.9%	0.4%	-4.2%	-23.5%	-4.0%	1.6%	2.1%
Cc1cc(C)c2cc(CN(CCN3CCCC3)C(=O)Nc3ccc(F)cc3)c(=O)[nH]c2c1	-1.1%	-4.0	15.0%	-1.4%	3.2%	1.5%	-8.0%	-22.3%	-10.4%	-1.0%	-53.5%[inhibitor]
COc1ccc(CN(CC(=O)NC2CCCC2)C(=O)c2ccc(-c3ccccc3)[nH]2)cc1	0.0%	?	-8.3%	-1.0%	-6.4%	-0.8%	-29.3%	-30.6%	2.5%	-2.6%	-15.8%
O=C(Cn1cnc2c(nnn2-c2ccccc2)c1=O)NCc1ccco1	0.6%	-2.1	-20.1%	-2.4%	4.3%	0.1%	-1.3%	-9.4%	-7.5%	-0.1%	-36.0%
COc1cc(/C(C)=C/c2ccccc2)c2c(c1)oc1ccccc12	1.1%	-2.3	0.8%	/	-1.4%	-0.9%	/	/	/	4.8%	/
COc1ccc(CNCCC(c2ccccc2)c2ccc(OC(C)C)cc2)cc1OC (stereo not drawn)	2.6%	5.7	1.1%	-6.4%	-8.8%	0.5%	-2.6%	-93.9%	-17.8%	10.6%	-19.5%
O=C(NCC(=O)N1CCOCC1)c1ccc(Cl)c(Cl)c1	-0.1%	/	1.1%	-5.4%	9.5%	0.2%	3.3%	95.2%	-5.3%	8.9%	0.3%
CCc1ccc(S(=O)(=O)N2CCN(c3ccccc3OC)CC2)cc1	1.6%	-1.6	-15.9%	0.0%	-0.4%	-0.7%	-1.8%	-3.0%	-1.2%	11.1%	-23.5%
CC1CCc2c(sc3nc(C(C)(C)C)nc(N4CCN(C(=O)CCl)CC4)c23)C1 (stereo not drawn)	4.9%	?	-3.4%	-0.7%	-8.9%	-0.8%	-9.7%	-103.8%[inhibitor]	-11.7%	/	-57.2%[inhibitor]

As entered above.
`CSc1ccc(/C=C/c2ccc3cccc(O)c3n2)cc1` in BRCA1 expr up → -6.4%
`COc1ccc(OC)c(S(=O)(=O)Nc2ccc(C(N)=O)cc2)c1` in TSG101-PTAP inh → -3.3%
`CCc1ccc(S(=O)(=O)N2CCN(c3ccccc3OC)CC2)cc1` in p53 reactivation → 11.1%

Additional records follow.
SMILES	USP2a inh	TRPV1 ag	Eya2 phos inh	TSG101-PTAP inh	ELG1 genotox	B2AR arrestin	ASM inhibitor	BRCA1 expr up	uPA generation	p53 reactivation	Integrin act MD
Cc1ccc(N/C(SCc2ccccc2C)=C(/C#N)C(=O)NCc2ccco2)cc1C	4.6%	27.8	-7.6%	-6.0%	-5.0%	0.1%	-3.0%	-25.4%	/	-17.0%	12.5%
COc1ccc(NC(C)=O)cc1NC(C)C(=O)Nc1cccc2ccccc12 (stereo not drawn)	4.9%	-3.6	-9.3%	-2.2%	-3.7%	6.3%	-1.3%	-31.2%	-1.7%	-3.6%	-13.0%
O=C(COc1cccc(F)c1)N1c2ccccc2Sc2ccccc21	-0.2%	3.6	1.1%	1.1%	-0.1%	-0.4%	-8.2%	-19.4%	-5.7%	-2.9%	-2.3%
CCOC(=O)C1=C(COC(=O)/C=C/c2cccc(OC)c2)NC(=O)NC1C (stereo not drawn)	0.5%	19.8	-4.8%	/	-16.7%	0.0%	-1.1%	-41.8%	-8.4%	-8.0%	-40.8%
CCOc1cc2[nH]c(=S)n(CCN3CCCCC3CC)c(=O)c2cc1OCC (stereo not drawn)	0.9%	-0.9	9.8%	-4.9%	-4.9%	0.1%	3.0%	-0.7%	-10.6%	0.4%	-15.9%
COC(=O)C1=C(C)N(Cc2ccco2)C(=O)/C1=C\c1ccc([N+](=O)[O-])cc1	2.7%	7.2	1.0%	-0.3%	8.4%	-0.5%	-5.3%	-43.7%	-6.5%	9.2%	-57.1%[inhibitor]
O=C(O)CCCC(=O)OCc1c(-c2ccccc2)ncc2ccccc12	-1.5%	1.6	8.6%	0.6%	0.0%	0.0%	3.7%	1.0%	-2.8%	-10.6%	34.2%
COc1ccc(CCN=C(N)NS(=O)(=O)c2cccs2)cc1OC	1.1%	1.8	-3.8%	-0.3%	0.5%	0.0%	2.7%	-2.0%	-1.2%	-3.3%	3.4%
COc1cc(NC(=O)COn2nnc3ccc(S(C)(=O)=O)cc32)cc(OC)c1	-5.1%	1.9	2.0%	-4.3%	-0.8%	0.3%	-1.0%	-15.1%	-6.6%	0.3%	1.4%
Cc1[nH]c2c(C)cccc2c(=O)c1Br	1.4%	3.7	-12.1%	1.3%	-10.1%	-0.6%	2.3%	-24.9%	11.2%	-11.8%	21.7%
COc1ccccc1OCC(=O)Nc1ccc(-c2nnc(-c3ccco3)o2)cc1	2.0%	-0.3	-12.5%	-2.4%	3.8%	-0.3%	2.5%	?	5.1%	0.8%	5.2%
COc1ccc(S(=O)(=O)N2CCC(C(=O)NCc3cccnc3)CC2)cc1C	0.0%	-1.0	?	-6.0%	5.7%	-0.9%	-0.3%	0.0%	-0.4%	0.6%	14.4%

Ordered by molar mass (highest first): part of the list above.
SMILES	USP2a inh	TRPV1 ag	Eya2 phos inh	TSG101-PTAP inh	ELG1 genotox	B2AR arrestin	ASM inhibitor	BRCA1 expr up	uPA generation	p53 reactivation	Integrin act MD
Cc1ccc(N/C(SCc2ccccc2C)=C(/C#N)C(=O)NCc2ccco2)cc1C	4.6%	27.8	-7.6%	-6.0%	-5.0%	0.1%	-3.0%	-25.4%	/	-17.0%	12.5%
COc1ccc(S(=O)(=O)N2CCC(C(=O)NCc3cccnc3)CC2)cc1C	0.0%	-1.0	?	-6.0%	5.7%	-0.9%	-0.3%	0.0%	-0.4%	0.6%	14.4%
COc1ccccc1OCC(=O)Nc1ccc(-c2nnc(-c3ccco3)o2)cc1	2.0%	-0.3	-12.5%	-2.4%	3.8%	-0.3%	2.5%	?	5.1%	0.8%	5.2%
